TDP1 cell noCPT – qHTS for Inhibitors of human tyrosyl-DNA phosphodiesterase 1 (TDP1): qHTS in cells in absence of CPT; Potency, µM (doses to about 46.2 µM), inactives show at the highest dose activity change, negative = growth inhibition, most hits filed as inhibitors; AID 686978, 2013; hit rate 15% among 420,000; DT40 Tdp1-/- hTDP1 cells, no CPT, ATP luminescence, 48 h; active = well fitted inhibition curve with a large enough effect; inconclusive = small, poorly fitted or top-dose-only effect; also: nearly all actives have a fitted effect of over 55% in size
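Compound effects on proliferation are scored in DT40 Tdp1-/-;hTDP1 cells in the absence of CPT. ATP levels (CellTiter-Glo luminescence) are recorded after a ≥48 hr, 37 °C incubation.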
Active calls of the source: *; ? = inconclusive. % is scaled to controls: 0 for no effect and ±100 for the full control effect; potency is read from the fitted curve at half-maximal effect. An excerpt, so the mix of outcomes need not match the whole.

molecule	TDP1 cell noCPT
CCCCc1nc2ccccc2n1CC(=O)N(COCC)c1c(C)cccc1CC	?
O=C(Nc1ccc(S(=O)(=O)N2CCCC2)cc1)c1ccc(F)cc1	0%
CC(C)(C)Cc1c(-c2ccco2)nc2ccc(Cl)cn12	-85%
Clc1ccc(C2Nc3cccc4cccc(c34)N2)c(Cl)c1	?
CC(=O)c1ccc(NS(=O)(=O)c2cccc3cccnc23)cc1	?
CN(C)C(=S)N=c1ssc(=S)n1Cc1ccccc1	3.7µM*
C[C@@H]1CN([C@H](C)CO)C(=O)CCCn2nncc2CO[C@H]1CN(C)CC1CC1	-2%
CCOC(=O)C1=C(COC(=O)c2ccc(OC)c(S(=O)(=O)N3CCOCC3)c2)NC(=O)NC1C (configuration not stated)	13%
CCc1nc2ccc(C(=O)NCCc3c[nH]c4ccccc34)cn2c1N(C)Cc1ccc(N(C)C)cc1	?
Cn1cccc1CN1CCC[C@]2(N[C@H](c3ccccc3)[C@@H]3C(=O)N(Cc4ccccc4)C(=O)[C@@H]32)C1=O	?
O=C(O)c1cccc(C(=O)c2cccc3ccccc23)c1	-15%
C1=CC2=NC34CCCCC3CC3=C(CCCC3)N4C2=CC1=NC1CCCCC1 (configuration not stated)	5.2µM*
C[C@]12CC[C@H](O)CC1=CCC1C2CC[C@@]2(C)C1CC[C@@H]2NCc1ccccc1 (some centres not stated)	21µM*
Cc1cccc(C)c1-n1nnnc1C(c1ccnc2ccccc12)N1CCN(c2ccccc2F)CC1 (configuration not stated)	?
C[C@@H]1CN([C@@H](C)CO)C(=O)CCCn2nncc2CO[C@H]1CN(C)Cc1cccnc1	-2%
COC(=O)[C@@]12C[C@@H](CC(=O)NCc3ccc(C)o3)C(=O)N(Cc3cccc4ccccc34)C1=CCC(C)(C)C2	16µM*
CC1(C(=O)NCc2cccc3ccccc23)CCN1C(=O)C1(c2ccccc2)CCCC1 (configuration not stated)	21µM*
O=C1NC[C@@H](CCCCN2CCN(CCc3ccc(O)cc3)C(=O)C2=O)N(CCc2ccc(O)cc2)C1=O	-14%
CC1CN(S(=O)(=O)c2cccc(C(=O)N(C)C3CCCCC3)c2)CC(C)O1 (configuration not stated)	10µM*
CC(C)N1CCN(c2ccncc2S(=O)(=O)N2CCN(C)CC2)CC1	-3%
CCOC(=O)[C@]12CCC=C1N(Cc1ccc3c(c1)OCO3)C(=O)[C@H](CC(=O)NCc1ccccc1)C2	?
COc1ccccc1C(=O)Nc1ccccc1C(=O)Nc1ccccc1	?
COc1ccccc1CNC(=O)C[C@H]1CC[C@@H]2[C@H](COC[C@H](O)CN2Cc2ccc3c(c2)OCO3)O1	?
COc1cc(Cl)ccc1OC1(C)CCN(Cc2ccccc2OC(F)F)C1 (configuration not stated)	21µM*
CCN(c1ccccc1)S(=O)(=O)c1cc(C(=O)NCC(c2ccc(OC)cc2)N(C)C)ccc1C (configuration not stated)	16µM*
Cn1ccc2c(-c3ccc4c(c3)OCCO4)cc3c(c21)C1CCC3C1 (configuration not stated)	?
CCOC(=O)C1=C[C@@H](C(C)(C)C)N(S(=O)(=O)c2ccc(C)cc2)[C@H]1c1ccc(C#N)cc1	-75%
C[C@H]1CN([C@@H](C)CO)C(=O)CCCn2nncc2CO[C@H]1CN(C)S(=O)(=O)c1ccc2ccccc2c1	23µM*
COc1ccc(N(C)S(=O)(=O)c2cccc(C(=O)N3CCN(c4cccc(C)c4C)CC3)c2)cc1	16µM*
COc1cccc(-n2c(SC)nnc2C2CCN(Cc3cccc(OC)c3O)CC2)c1	?
Cc1ccc(-c2nc3c(C)cc(Br)cn3c2Cc2ccsc2)cc1	?
Cc1cccc(NC(=O)CSCC(=O)N(C)Cc2ccc3c(c2)OCCO3)c1	-28%
COC(=O)[C@]12CCCCC=C1N(Cc1ccc(Cl)cc1Cl)C(=O)[C@H](CC(=O)N1CCCCC1)C2	18µM*
Cc1c(NC(=O)CC2CC(C)OC2=O)c(=O)n(-c2ccccc2)n1C (configuration not stated)	-5%
Cc1c2c(cc3c1[nH]c1ccccc13)C=NCC2	23µM*
COc1cccc(NC(=O)C2(C)CCN2C(=O)Cc2ccc(-c3ccccc3)cc2)c1 (configuration not stated)	15µM*
COc1ccc(S(=O)(=O)N2CCOCC2)cc1NC(=O)c1ccc(S(=O)(=O)N2CCCCC2)cc1	?
CC1(Oc2cnc(Cl)c3ccccc23)CCN(Cc2ccc(-c3ccccn3)cc2)C1 (configuration not stated)	?
COc1ncnc2c1ncn2CCCN(CCCc1ccccc1)CCCn1cnc2c(OC)ncnc21	?
CC(C)n1nnnc1C1c2ccccc2C(=O)N1CCCn1ccnc1 (configuration not stated)	1%
COc1ccc(S(=O)(=O)N(C)C[C@@H]2Oc3cc(C#CC4CCCCC4)ccc3S(=O)(=O)N([C@@H](C)CO)C[C@@H]2C)cc1	18µM*
CCCNC(=O)C[C@@H]1C[C@@H]2c3cc(NS(=O)(=O)c4ccc(OC)cc4)ccc3O[C@@H]2[C@@H](CO)O1	?
Cc1ccnn1CC(=O)N1CCOc2c(cc(-c3csc4ccccc34)cc2OC2CCOC2)C1 (configuration not stated)	?
Cc1c(-c2ccc(OCCN3CCOCC3)cc2)c(=O)oc2ccc3ccccc3c12	-17%
c1ccc2nc3c(ccc4ccccc43)cc2c1	-14%
CC1C(=O)N(Cc2cn(CCC3OCCO3)nn2)CCS(=O)(=O)N1Cc1ccc(-c2ccc(Cl)c(Cl)c2)cc1 (configuration not stated)	6.5µM*
Cc1ccc(-c2nnc(Nc3ccc(O)cc3)c3ccccc23)cc1S(=O)(=O)NCC1CCCO1 (configuration not stated)	23µM*
CC(=O)Nc1cccc(-c2cnc(NC(C)=O)cn2)c1	-19%
CC(=O)Nc1ccc(C(=O)N2CCCC(c3cc(C(=O)Nc4ccccc4Cl)no3)C2)cc1 (configuration not stated)	?
CC1(C(=O)NS(=O)(=O)Cc2ccccc2C(F)(F)F)CCN1C(=O)c1ccccc1 (configuration not stated)	-7%
CCOC(=O)/C=C1\CN(Cc2ccc(OC)cc2)S(=O)(=O)c2ccc(C(F)(F)F)cc21	11µM*
C=CCOc1ccc(C=CC(=O)c2c(O)c(OC)c(OC)c(OC)c2OC)cc1	16µM*
O=S(=O)(Nc1ccc2ccccc2c1)N1CCCCC1	?
C=CCCC1CN(Cc2ccco2)S(=O)(=O)c2c(F)cccc2O1 (configuration not stated)	?
Cc1cc(C)c(C=NNc2nc3c([nH]2)c(=O)n(C)c(=O)n3C)c(C)c1	2%
COc1ccc(CNCCC(c2ccc3c(c2)OCO3)c2ccccc2OC)cc1 (configuration not stated)	2.9µM*
O=C(NCc1cccnc1)c1cc(C2CCCCN2C(=O)c2ccccc2)on1 (configuration not stated)	?
C[C@@H]1CN([C@@H](C)CO)C(=O)c2cc(NC(=O)C3CCCCC3)ccc2O[C@@H](C)CCCCO[C@@H]1CN(C)Cc1ccncc1	-21%
CN(C(=O)COC(=O)COc1ccc(N(C)S(=O)(=O)c2ccc(Cl)cc2)cc1)c1ccccc1	?
CC(=O)n1cc([C@@H]2C=C(C(=O)N3CCN(C)CC3)O[C@H](OCc3ccc(CO)cc3)C2)c2ccccc21	0%

Three entries from above, arranged by count of non-hydrogen atoms, highest first.
molecule	TDP1 cell noCPT
CN(C(=O)COC(=O)COc1ccc(N(C)S(=O)(=O)c2ccc(Cl)cc2)cc1)c1ccccc1	?
CC(=O)Nc1ccc(C(=O)N2CCCC(c3cc(C(=O)Nc4ccccc4Cl)no3)C2)cc1 (configuration not stated)	?
O=S(=O)(Nc1ccc2ccccc2c1)N1CCCCC1	?

Next section.
molecule	TDP1 cell noCPT
CCCCC(=O)Nc1cc2nn(-c3ccc(OCC)cc3)nc2cc1C	-23%
O=C(C1=C(O)C(=O)N(CCN2CCOCC2)C1c1cccc([N+](=O)[O-])c1)c1cc2ccccc2o1 (configuration not stated)	-13%
Cc1cn([C@H]2C[C@H](O)[C@@H](CNC/C=C/c3ccccc3[N+](=O)[O-])O2)c(=O)[nH]c1=O	?
COc1ccc(C2C3=C(CC(C)(C)CC3=O)Oc3ncn4nc(-c5ccccc5)nc4c32)cc1 (configuration not stated)	5%
Cn1nc(C2CC2)cc1NC(=O)C1(C)CCN1C(=O)CCc1ccccc1 (configuration not stated)	-20%
O=C1C=C(c2cc3ccccc3s2)CCC1	-26%
CNc1cncc(-c2cccc(C(=O)N(C)C)c2)n1	?
CC1=C(C(=O)N2CCOCC2)CC(CC(=O)NCCN2CCOCC2)C(=O)N1Cc1ccc(C(C)(C)C)cc1 (configuration not stated)	-16%
CC1=C(C(=O)N(C(C)C)C(C)C)CC(CC(=O)NC2CCCC2)C(=O)N1CCC1=CCCCC1 (configuration not stated)	23µM*
O=C(c1ccc(F)cc1)C1CCN(Cc2ccccc2)CC1	?
Cn1c(-c2ccccc2Br)n[nH]c1=S	-8%
CC(C)c1ccc(CN2CCC(n3nccc3NC(=O)C3CCCC3)CC2)cc1	?
Cc1cn([C@H]2C[C@H](O)[C@@H](/C=C/C(=O)NCCC(c3ccccc3)c3ccccc3)O2)c(=O)[nH]c1=O	12%
OC(c1cccc(Cl)c1)c1ncc(-c2ccc(Oc3ccccc3)cc2)[nH]1 (configuration not stated)	?
O=C(Nc1ccc(OC(F)F)c(Cl)c1)c1cccc(OC(F)F)c1	?

The final five entries of the part above open the next one:
> Cn1c(-c2ccccc2Br)n[nH]c1=S
  TDP1 cell noCPT: -8%
> CC(C)c1ccc(CN2CCC(n3nccc3NC(=O)C3CCCC3)CC2)cc1
  TDP1 cell noCPT: ?
> Cc1cn([C@H]2C[C@H](O)[C@@H](/C=C/C(=O)NCCC(c3ccccc3)c3ccccc3)O2)c(=O)[nH]c1=O
  TDP1 cell noCPT: 12%
> OC(c1cccc(Cl)c1)c1ncc(-c2ccc(Oc3ccccc3)cc2)[nH]1 (configuration not stated)
  TDP1 cell noCPT: ?
> O=C(Nc1ccc(OC(F)F)c(Cl)c1)c1cccc(OC(F)F)c1
  TDP1 cell noCPT: ?
> O=C(CN(CCO)Cc1ccccc1)N1CCN(S(=O)(=O)c2ccccc2)CC1
  TDP1 cell noCPT: -6%
> NC(COCc1ccccc1)c1csc(Nc2nccc(C(F)(F)F)n2)n1 (configuration not stated)
  TDP1 cell noCPT: ?
> O=C(C(O)c1ccccc1)N1CCN(S(=O)(=O)c2ccc(OC(F)(F)F)cc2)CC1 (configuration not stated)
  TDP1 cell noCPT: -20%
> Cn1c(=O)c2c(-c3ccccc3)n(-c3cc(Cl)c([N+](=O)[O-])cc3O)cc2n(C)c1=O
  TDP1 cell noCPT: -15%
> CCNC(=O)C1CCCN(C(=O)c2ccc3ccccc3c2)CC1 (configuration not stated)
  TDP1 cell noCPT: -8%
> Cc1cccc(NC(=O)CSCC(=O)Nc2ccc(N3CCOCC3)cc2N2CCOCC2)c1
  TDP1 cell noCPT: -17%
> O=C1NC[C@H](CCCCN2CCN(CCc3ccc(O)cc3)C(=O)C2=O)N(CCc2ccc(O)cc2)C1=O
  TDP1 cell noCPT: -6%
> COc1ccc(B(O)O)c(CN2CCN(C(=O)OC(C)(C)C)CC2)c1
  TDP1 cell noCPT: 1%
> O=C(O)c1ccc2ccc3ccccc3c2c1
  TDP1 cell noCPT: 1%
> O=C(CNS(=O)(=O)Cc1ccccc1)NNc1ccccc1
  TDP1 cell noCPT: ?
> COCCNC(=O)C1(C)CCCN(C(=O)c2cccc(Cl)c2)C1 (configuration not stated)
  TDP1 cell noCPT: -2%
> COCOCCn1cc(CN2CCS(=O)(=O)N(Cc3ccc(-c4ccc(Cl)cc4)cc3)C(C)C2=O)nn1 (configuration not stated)
  TDP1 cell noCPT: 21µM*
> O=C1NC(=O)C(Cc2ccc(Cl)cc2)(c2ccccc2)N1 (configuration not stated)
  TDP1 cell noCPT: -13%
> CC1(Cc2ccc(Cl)cc2)C(=O)Nc2c(Cl)ccc(Cl)c21 (configuration not stated)
  TDP1 cell noCPT: ?
> COc1cc(=O)n2c(c1C(=O)NC(C)c1ccco1)CCN(C(=O)c1cc(C)cc(C)c1)CC2 (configuration not stated)
  TDP1 cell noCPT: -1%
> OC(c1ccccc1)C(O)C(c1ccccc1)N1CCCCC1 (configuration not stated)
  TDP1 cell noCPT: -1%
> Clc1cccc(OCCOCCN2CCNCC2)c1Cl
  TDP1 cell noCPT: 23µM*
> COc1ccc(/C=N/NC(=O)c2cc(-c3cccc(C)c3)nc3ccccc23)cc1O
  TDP1 cell noCPT: 2.3µM*
> O=C1C(=Cc2cccs2)Oc2ccccc21
  TDP1 cell noCPT: -11%
> Cc1onc(-c2ccccc2)c1C(=O)N1CCC(C)(C(=O)O)C1 (configuration not stated)
  TDP1 cell noCPT: -16%
> CS(=O)(=O)N1CCCCC1c1cc(C(=O)Nc2ccccc2)no1 (configuration not stated)
  TDP1 cell noCPT: 0%
> COc1ccccc1Cc1c(-c2ccc(F)cc2)nc2c(C)cc(Br)cn12
  TDP1 cell noCPT: ?
> O=C(NCc1cccnc1)c1csc([C@@H]2C[C@H](O)[C@@H](CO)O2)n1
  TDP1 cell noCPT: ?
> Cc1ccc(NC(=O)c2ncn(CCCNCc3ccccn3)n2)cc1C
  TDP1 cell noCPT: 1%
> CC(C)Cc1ccc(-c2cc3nc(NCCCn4ccnc4)ccn3n2)cc1
  TDP1 cell noCPT: ?

> COc1ccc(N2CCN(C(=O)C(=O)c3cc(OC)c4ccccc4c3)CC2)cc1
  TDP1 cell noCPT: 21µM*
> Cc1noc(C)c1-c1ccc(C(=O)NCCC(F)(F)F)c2occc12
  TDP1 cell noCPT: ?
> NC(=O)C1CCN(C(=O)C2CCC(=O)N(Cc3ccc(Cl)cc3)C2)CC1 (configuration not stated)
  TDP1 cell noCPT: -4%
> CCOc1cc(C2Nc3ccccc3-c3nnc(SCc4ccccc4)nc3O2)ccc1OC (configuration not stated)
  TDP1 cell noCPT: ?
> COC1Cc2ccccc2N(C(N)=O)c2ccccc21 (configuration not stated)
  TDP1 cell noCPT: 1%
